D1 agonist: Allosteric Agonists of the Human D1 Dopamine Receptor: qHTS. D(1A) dopamine receptor (Homo sapiens), P21728. HEK293 T-REx D1 cells, calcium flux, agonist mode. activation, % at 2 µM. 360,000 compounds, 1% hits. AID 504660, 2011; in the data active = activation above about 30%; also: 0% is about no effect
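Agonism was scored from calcium flux recorded over 180 s (1 read/s) after pintool compound addition, following a 10-cycle baseline. Cells were inducible force-coupled HEK293 TREx D1, plated overnight at 30 C and loaded with no-wash calcium dye.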
LDHA inh: qHTS assay for inhibitors of human lactate dehydrogenase; L-lactate dehydrogenase A chain (Homo sapiens), P00338; purified LDHA, NADH/diaphorase-resazurin fluorescence; active compounds read low; activity change, % (values are at about 110 or 230 µM); 480,000 compounds, 0.15% hits; in the data active = activity change below about -30%; inconclusive = mostly about -25% to -30%;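 also: plate controls were DMSO wells for no effect and wells without enzyme for full effect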
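Remaining NADH was detected by diaphorase (0.133 mg/mL) converting 37 µM resazurin to fluorescent resorufin, read at 0 and 20 minutes. The preceding 5-minute room-temperature reaction used 2 nM LDHA, 0.2 mM sodium pyruvate and 0.06 mM NADH at pH 7.4.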
D1 potentiator: Potentiators of Human D1 Dopamine Receptor: qHTS; HEK293 TREx D1 cells, calcium flux, dopamine EC20 potentiation; potentiation, % at 10 µM; D(1A) dopamine receptor (Homo sapiens), P21728; 360,000 compounds, 0.036% hits; in the data active = potentiation above about 30%; also: 0% is about no effect
Vif-APOBEC3F blk: qHTS for Inhibitors of Vif-A3F Interactions: qHTS. AID 602313, 2012. Potency, µM (doses to about 46.1 µM), for the others: top-dose activity, negative = active. HeLa A3F-eYFP + Vif (tagged APOBEC3F with the HIV-1 protein that degrades it), YFP fluorescence increase. 390,000 compounds, 0.2% hits; also: potency is read from the fitted curve at half-maximal effect; % of control where 0% means no effect; nearly all actives have a fitted effect of over 65% in size
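Fluorescence increase (Ex 488/Em 500-530) after overnight compound treatment at 37 deg C flags inhibition of Vif-driven A3F-eYFP loss in stable HeLa A3F-eYFP/Vif cells seeded overnight beforehand.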
D1 antag: Antagonist of Human D 1 Dopamine Receptor: qHTS; activity change, negative = inhibition, % at 10 µM; HEK293 TREx D1 cells, calcium flux, dopamine EC80; active compounds read low; 360,000 compounds, 3.2% hits; D(1A) dopamine receptor (Homo sapiens), P21728; in the data active = activity change below about -30%; also: % is scaled to controls: 0 for no effect and ±100 for the full control effect
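Tetracycline-induced HEK293 Trex D1 cells, force-coupled to calcium, dye-loaded; compounds added and read 180 s, then EC80 dopamine added and calcium flux tracked kinetically another 180 s.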
Vif-A3G inh: qHTS for Inhibitors of Vif-A3G Interactions: qHTS | DNA dC->dU-editing enzyme APOBEC-3G (Homo sapiens), Q9HC16 | Potency, µM (doses to about 46.1 µM), for the others: at the top dose activity, negative = active, most hits filed as inhibitors | AID 602310, 2012 | HeLa A3G-eYFP + Vif (tagged APOBEC3G with the HIV-1 protein that degrades it), YFP fluorescence, overnight | 410,000 compounds, 0.076% hits;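 also: potency is read from the fitted curve at half-maximal effect; % is scaled to controls: 0 for no effect and ±100 for the full control effect; nearly all actives have a fitted effect of over 60% in size; hits raise eYFP signal because A3G escapes Vif-driven loss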
Target sequence (Q9HC16 whole entry, looked up): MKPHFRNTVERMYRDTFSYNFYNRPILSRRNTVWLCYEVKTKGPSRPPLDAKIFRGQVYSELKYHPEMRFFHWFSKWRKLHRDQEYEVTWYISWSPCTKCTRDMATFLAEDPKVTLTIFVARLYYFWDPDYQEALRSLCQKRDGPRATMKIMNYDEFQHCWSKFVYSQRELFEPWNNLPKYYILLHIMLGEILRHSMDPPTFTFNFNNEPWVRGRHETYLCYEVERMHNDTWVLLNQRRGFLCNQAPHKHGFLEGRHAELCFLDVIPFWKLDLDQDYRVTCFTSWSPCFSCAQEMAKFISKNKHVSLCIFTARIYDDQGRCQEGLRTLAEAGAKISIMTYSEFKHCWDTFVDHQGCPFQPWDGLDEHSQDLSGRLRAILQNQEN
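Read-out is eYFP fluorescence (Ex 488/Em 500-530) from Vif-expressing HeLa A3G-eYFP cells; more signal means A3G escaped Vif-mediated degradation. Cells plated overnight, compound pinned in, incubated overnight at 37 deg C.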
GRP78 ERSR act: qHTS for Inducers of the Endoplasmic Reticulum Stress Response (ERSR) in Human Glioma: qHTS. U87-MG GRP78 promoter luciferase reporter, 16 h. Potency, µM, for the others: at the top dose activation, most hits filed as activators. 420,000 compounds, 0.02% hits; also: potency is read from the fitted curve at half-maximal effect; series mostly up to about 76 µM; % of control where 0% means no effect; nearly all actives have a fitted effect of over 35% in size
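Stably transfected U87-MG human glioma cells carrying a GRP78-based luminescent sensor were seeded at 1000 cells/well, pin-dosed with compounds and incubated 16 h. Luciferase reagent was then added, and end-point luminescence was read after 10 min at room temperature.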
RXFP1 ag: qHTS Assay for Agonists of the Relaxin Receptor RXFP1; HEK293T-RXFP1 cAMP TR-FRET, 30 min; response scale: percent of porcine relaxin response, buffer zero; Potency, µM (doses to about 57.5 µM), without a hit: at the highest dose activation, most hits filed as activators; 370,000 compounds, 0.3% hits; also: potency is read from the fitted curve at half-maximal effect; % is scaled to controls: 0 for no effect and ±100 for the full control effect; nearly all actives have a fitted effect of over 60% in size; many of its hits are not listed in these tables
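HEK293T cells stably expressing RXFP1 were pretreated with the PDE4 inhibitor Ro 20174, exposed to compounds for 30 min at 37C, lysed, and cAMP was read by TR-FRET. Data normalized to buffer (basal) and 29 nM porcine relaxin (100%).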
D2 potentiator: HTS Assay for Positive Allosteric Modulators of the Human D2 Dopamine Receptor: Primary Screen for Potentiators. D(2) dopamine receptor (Homo sapiens), P14416. AID 485347, 2010. 340,000 compounds, 0.34% hits. potentiation, % at 10 µM. HEK293 T-REx D2, calcium flux, EC20 dopamine potentiation;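 active = potentiation over 3 SD above the plate norm, cut at about 30% in these data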; also: 0% is about no effect
Target sequence (P14416 whole entry, looked up): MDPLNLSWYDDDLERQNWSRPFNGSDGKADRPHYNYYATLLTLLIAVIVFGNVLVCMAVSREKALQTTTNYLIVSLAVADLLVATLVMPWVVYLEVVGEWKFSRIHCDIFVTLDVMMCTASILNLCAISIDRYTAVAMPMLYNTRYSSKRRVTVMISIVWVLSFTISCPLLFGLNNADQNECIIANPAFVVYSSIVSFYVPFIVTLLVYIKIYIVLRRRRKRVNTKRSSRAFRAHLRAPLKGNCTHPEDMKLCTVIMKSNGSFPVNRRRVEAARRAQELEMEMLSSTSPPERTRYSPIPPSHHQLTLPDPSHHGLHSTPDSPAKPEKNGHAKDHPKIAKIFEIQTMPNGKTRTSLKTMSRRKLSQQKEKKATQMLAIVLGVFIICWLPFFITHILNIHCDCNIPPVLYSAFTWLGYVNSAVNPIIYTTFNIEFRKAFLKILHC
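Cells plated with tetracycline inducer and held overnight at 30 C; calcium dye loaded 30–90 min at room temperature; baseline taken, compound added and read 180 s; EC20 dopamine then added and read 180 s.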
Numbers without * were called inactive; ? = inconclusive; . = not tested or not shown; & = joins results of further samples. Unless noted, calls follow the shape of the dose curve; as a rule, active = well fitted curve in the direction sought with a large enough effect; inconclusive = small, poorly fitted or top-dose-only effect, or another doubt; inactive = no such curve, though single readings can be large; an effect the other way counts as inactive or inconclusive. A portion of the library; the hit share may differ from the screen's.

SMILES	D1 agonist	LDHA inh	D1 potentiator	Vif-APOBEC3F blk	D1 antag	Vif-A3G inh	GRP78 ERSR act	RXFP1 ag	D2 potentiator
CCOc1ccc(C(=O)Cc2cc3cccc(OC)c3oc2=O)cc1	4	2	-3	-11%	5	-5%	1%	1.5%	3
COc1ccccc1-c1ccc2nnc(SC)n2n1	1	-7	7	12%	-27	-1%	2%	4.7%	-10
O=C(NCc1ccccn1)C1CCN(S(=O)(=O)c2ccccc2C(F)(F)F)CC1	1	-5	-1	-3%	0	3%	0%	1.1%	-2
Cc1ccc(NC(=O)c2cccc(S(=O)(=O)N3CCCC3)c2)nc1	3	-1	-5	4%	1	3%	3%	1.8%	6
Cc1nc(C)c(-c2csc(Nc3ccc(N)cc3)n2)s1	3	-6	-4	13%	1	-18%	5%	3.8%	-4
COCCn1c(C)cc(/C=C2/NC(=O)N(Cc3ccc(C)cc3)C2=O)c1C	1	-4	-5	-4%	-1	-6%	11%	3.2%	.
CCC(=O)Nc1cc2c(C)cc(=O)oc2cc1C	3	0	-7	.	3	1%	5%	0.4%	-5
O=C(Nc1nnc(-c2ccccc2SCc2ccccc2)s1)Nc1ccccc1F	4	-4	-1	0%	0	0%	-2%	-0.1%	4
COc1cccc(CNC(=O)CCc2nnc3n(CC(C)C)c(=O)c4ccccc4n23)c1	0	-18	-3	8%	18	3%	-3%	0.2%	7
COC(=O)CNC(=O)C12CC3CC(C1)CC(c1ccc(C)cc1)(C3)C2	-1	-9	0	10%	-8	0%	0%	-1.7%	2
Cn1cc([N+](=O)[O-])c(C(=O)Nc2ccc(Br)cn2)n1	0	-3	6	-5%	3	-11%	-4%	0.6%	-1
CC(NC(=O)c1ccc(Cl)cc1)C(=O)N1CCCCC1 (centres undefined)	1	-5	-1	-7%	-3	5%	0%	1.6%	6
Cc1nn(C)c(C(=O)N/N=C/c2ccccn2)c1[N+](=O)[O-]	1	1	2	0%	8	6%	-2%	-3.0%	6
CCN(C(=O)c1coc(=O)c(Br)c1)c1ccc2c(c1)OCO2	2	20	0	-8%	1	?	1%	2.3%	4
Cc1ccc(CN2CC[C@H]3C=CCc4cccc(c43)C2)cc1	9	1	-5	-13%	.	-3%	-4%	1.0%	-13
CCCCOc1cccc(OCC(=O)Nc2nc3ccccc3[nH]2)c1	2	-3	-7	-3%	15	1%	-1%	-0.3%	-21
Cc1cc(C)c(OCC(=O)OCC(=O)NCCC2=CCCCC2)c(C)c1	10	0	-9	4%	20	-2%	-1%	-0.3%	8
CCN(CC)C(=O)c1sc2nc(-c3ccc(OC)cc3)cn2c1C	3	-3	2	4%	-6	-7%	-4%	0.2%	-9
CC(C)(C)n1nnnc1CN(Cc1ccc(F)cc1)Cc1ccco1	1	4	-4	-5%	-8	1%	1%	1.1%	0
COc1ccccc1NC(=O)c1sc2ncn(Cc3ccccc3Cl)c(=O)c2c1C	1	0	-6	-11%	-2	2%	-2%	-0.1%	-7
COc1cccc(NC(=O)Cn2nc(N3CCN(c4ccccc4)CC3)ccc2=O)c1	1	3	-2	-7%	36	-5%	-3%	-0.5%	12
O=C(OCc1c(F)cccc1Cl)c1cnc2ccccc2n1	1	-1	-6	-28%	-11	-3%	-1%	9.2%	-3
Cc1occc1C(=O)N/N=C/C=C/c1ccc(N(C)C)cc1	5	4	-1	?	10	?	11%	2.2%	.
Cc1ccccc1OCC(=O)Nc1ccc(OCc2cc(=O)n3ccccc3n2)cc1	0	2	-2	0%	-10	8%	-5%	7.1%	-8
O=C(CSc1nnc(-c2ccco2)n1Cc1ccccc1)OC1CCCCC1	1	-6	5	-17%	7	2%	1%	0.5%	-13
CCS(=O)(=O)N1CCC(C(=O)NCCN2CCN(Cc3ccccc3)CC2)CC1	3	-16	-4	-14%	-2	0%	-2%	-0.9%	0
CC(C)CCn1c(SCCc2ccccc2)nc2c1c(=O)[nH]c(=O)n2C	5	-8	0	10%	0	1%	-5%	5.1%	6
Cc1cc(C)n2nc(C(=O)OCC(=O)N(CCC#N)c3ccc(F)cc3)nc2n1	0	-9	-6	3%	1	0%	-3%	-1.0%	6
Cc1cc(C(=O)OCC(=O)N2CC(C)CC(C)C2)c(C)o1 (centres undefined)	2	-2	-10	8%	16	0%	-6%	0.3%	-6
O=C(CCOc1ccccc1)OCC(=O)c1cc2ccccc2o1	3	-6	-1	-1%	0	0%	-4%	-0.6%	-1
O=C(/C(=C/c1ccc(Cl)cc1)c1nc2ccccc2[nH]1)c1cccs1	8	-11	-5	4%	-4	?	-11%	-1.3%	-6
COc1ccc(NC(=O)CN2CCN(c3ccccc3F)CC2)c(OC)c1	3	1	0	5%	-2	-7%	5%	4.0%	-22
O=C(Nc1ccc(Cl)cc1)C1C2C=CC3(O2)C1C(=O)N(CCN1CCCCC1)C3C(=O)NC1CCCCC1 (centres undefined)	-1	-2	-4	-15%	25	-4%	-1%	-3.7%	2
CC(C)CNS(=O)(=O)c1ccc(CCC(=O)NCc2ccncc2)cc1	1	-2	0	-1%	-4	2%	-4%	-4.0%	2
O=C(NNC(=O)c1ccccc1O)c1ccco1	6	1	-1	-3%	7	-4%	-2%	0.8%	1
O=C(CNC(=O)c1ccco1)N/N=C/c1c[nH]c2ccccc12	2	-1	-3	-19%	-5	2%	1%	-1.2%	2
CCCc1c(OCCCCc2nn[nH]n2)ccc(C(C)=O)c1O	1&1	-12	-2&-2	1%	-18&11	-5%	-3%&-5%&-4%&3%	4.0%&3.4%	-7&-2
C[C@H](CO)N1C[C@H](C)[C@@H](CN(C)C(=O)CC2CC2)Oc2cc(Br)ccc2S1(=O)=O	.	-3	.	0%	.	2%	-3%	.	.
COc1ccccc1C(=O)Nc1ccc(N2CCN(S(C)(=O)=O)CC2)cc1	5	-6	4	0%	14	0%	-4%	-0.5%	15
CC1CCCCN1C(=O)COC(=O)/C=C/c1ccc2ccccc2n1 (centres undefined)	2	0	3	-4%	1	?	-1%	0.6%	6
CC(C)C(C(=O)N1CCN(C(=O)OC(C)(C)C)CC1)n1cc(-c2cn([C@@H](C)C(=O)N3CCN(C(=O)OC(C)(C)C)CC3)nn2)nn1 (some centres undefined)	0	.	-2	.	-6	.	.	0.0%	8
CCCn1c(=O)c(C(=O)NCc2cccnc2)c(O)c2ccccc21	3	3	-2	0%	15	-1%	-4%	1.2%	16
COc1ccc(S(N)(=O)=O)cc1C(=O)NCC(C)(C)N1CCCCC1	0	-7	0	0%	-2	-1%	-1%	-0.2%	-5
CC(C)(C)NC(=O)C(OC(=O)c1cccs1)c1ccc(F)cc1 (centres undefined)	2	6	-3	5%	18	-4%	-3%	-0.1%	1
CC(=O)Oc1c(C)c(=O)n(C)c2ccccc12	2	-9	-4	1%	-10	0%	-6%	0.8%	-4

Reprinted at random: three compounds from above, in no set order.
SMILES	D1 agonist	LDHA inh	D1 potentiator	Vif-APOBEC3F blk	D1 antag	Vif-A3G inh	GRP78 ERSR act	RXFP1 ag	D2 potentiator
O=C(Nc1ccc(Cl)cc1)C1C2C=CC3(O2)C1C(=O)N(CCN1CCCCC1)C3C(=O)NC1CCCCC1 (centres undefined)	-1	-2	-4	-15%	25	-4%	-1%	-3.7%	2
CC(C)CNS(=O)(=O)c1ccc(CCC(=O)NCc2ccncc2)cc1	1	-2	0	-1%	-4	2%	-4%	-4.0%	2
C[C@H](CO)N1C[C@H](C)[C@@H](CN(C)C(=O)CC2CC2)Oc2cc(Br)ccc2S1(=O)=O	.	-3	.	0%	.	2%	-3%	.	.

Remaining list, next part
SMILES	D1 agonist	LDHA inh	D1 potentiator	Vif-APOBEC3F blk	D1 antag	Vif-A3G inh	GRP78 ERSR act	RXFP1 ag	D2 potentiator
Nc1sc(-c2ccccc2)n[n+]1Cc1cccc2cccnc12	16	-2	-8	?	-43*	6%	1%	0.1%	-16
O=C(c1c(F)cccc1F)N1CCN(c2cccc(C(F)(F)F)c2)CC1	9	-6	-8	-6%	-9	0%	-4%	1.9%	-5
CC(=O)N1CCCc2cc(S(=O)(=O)N3CCC(C(=O)NCc4ccc(N(C)C)cc4)CC3)ccc21	-1	4	-5	-9%	15	4%	2%	0.7%	13
O=c1c2ccccc2c(-c2ccccc2)nn1Cc1c(Cl)cccc1Cl	6	16	-2	-1%	-11	0%	-3%	-0.1%	12
O=C(CC(=O)Nc1cc(Cl)ccc1Cl)Nc1cc(Cl)ccc1Cl	1	1	-5	8%	7	-3%	-1%	7.3%	-21
Cc1cnc(NC(=O)CSC(=S)N2CCOCC2)s1	2	-2	-3	6%	-10	-4%	-4%	0.0%	4
O=c1cn[nH]c2ccc(Br)cc12	.	0	.	-2%	.	-2%	-4%	.	.
COc1ccc(-c2[nH]ncc2CN(C)C(C)c2ccon2)cc1F (centres undefined)	3	-6	-4	15%	-15	4%	-6%	-0.5%	8
COc1cc(C(=O)NCC(c2cccs2)N2CCOCC2)ccc1OCc1ccccc1 (centres undefined)	.	-4	.	2%	.	-3%	-1%	.	.
CC(=O)NCCOc1cccc2ccccc12	6	6	-7	-1%	-2	-7%	6%	-0.5%	.
O=S(=O)(Cc1ccc(Cl)cc1)NCC1CCCO1 (centres undefined)	0	-15	-1	-3%	5	-1%	-1%	0.6%	-6
COc1cc(NC(=O)Cn2cnc3sc(C)c(S(=O)(=O)N4CCN(C)CC4)c3c2=O)cc(OC)c1OC	4&1	-12	5&-1	3%	-10&-20	3%	-3%	0.7%&0.4%	-5&-12
